# High-throughput results: PubChem, Sanford-Burnham Center for Chemical Genomics
# Scp-1 inhibitor – inhibitors of human Scp-1 phosphatase. AID 493091. inhibition, % at 20 µM. Recombinant Scp1, phosphopeptide, malachite green phosphate absorbance. Q9GZU7. 340,000 compounds, 0.88% hits;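 active = inhibition above about 50% at 20 µM, limit read from the data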;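 also: plate controls were DMSO wells with enzyme for no effect and wells lacking enzyme for full effect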
#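 Assay system: SCP-1 catalytic fragment, aa 76-261 | Buffer or medium: Tris acetate buffer pH 5.5 with MgCl2 and Tween-20 | Compound: One concentration, 20 µM, with 1.0% DMSO | Also added: Phospho 17-mer peptide substrate | Signal: Absorbance at 630 nm | Incubation: 45 min enzyme reaction at room temperature | Measure: % inhibition of SCP-1 phosphate liberation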
# NRP1-CendR mod – NRP-1/CendR interaction modulation | O14786 | 360,000 compounds, 0.85% hits | FAM-RPARPAR peptide binding to NRP-1, fluorescence polarization | inhibition, % at 25 µM | AID 602438;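 active = inhibition or corrected inhibition above about 18%, plus a signal ratio from 0.5 to 1.5, limit read from the data, passing the limit was not always enough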; also: strong numbers were not always called active
# SUMO1-SIM PPI – SUMO1-SIM interaction modulation; inhibition, % at 20 µM; SUMO1 binding to a labelled peptide, TR-FRET, 1 h; P63165; AID 602429; 360,000 compounds, 0.33% hits; in the data active = inhibition above about 37%
# NadD inh – NadD (S. aureus) enzyme inhibition. purified NadD enzyme, colorimetric absorbance read-out. inhibition, % at 20 µM. 360,000 compounds, 0.78% hits. AID 602399; in the data active = inhibition above about 26%; also: some compounds past the cut are filed as inactive
# LMPTP inh – blocks human LMPTP phosphatase; recombinant LMPTP-A, OMFP fluorogenic substrate, fluorescence intensity; AID 651560; inhibition, % at 20 µM; 360,000 compounds, 0.22% hits;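 active = compounds that cut the enzyme signal by at least half of the control window in the single-dose screen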;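 also: plate controls were DMSO wells with enzyme plus substrate for no effect and substrate without enzyme for full effect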
# Target sequence (P24666 whole entry, looked up): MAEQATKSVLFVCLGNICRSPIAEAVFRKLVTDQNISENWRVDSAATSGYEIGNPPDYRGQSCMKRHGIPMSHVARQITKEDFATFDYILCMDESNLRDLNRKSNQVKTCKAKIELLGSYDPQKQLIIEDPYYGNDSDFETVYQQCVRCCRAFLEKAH
#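 Assay system: LMPTP-A, protein tyrosine phosphatase of low molecular weight / Medium: pH 6.0 Bis-Tris buffer with DTT and Triton X-100 / Schedule: 50 min enzyme reaction at room temperature, protected from light / Measured by: endpoint fluorescence intensity from OMFP dephosphorylation / Read-out basis: % inhibition relative to no-enzyme and uninhibited control wells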
# DNMT1 inh – inhibitors of human DNMT1; inhibition (reported as % activation of signal), % at 10 µM; DNMT1 molecular beacon, Hinp1I cleavage, fluorescence; 360,000 compounds, 0.83% hits; P26358; in the data active = inhibition above about 50%
# SKN-1 inh – inhibitors of C. elegans SKN-1. 360,000 compounds, 0.49% hits. C. elegans VP596 Pgst-4::GFP/RFP ratio, acrylamide-induced, 24 h. inhibition, % at 21.8 µM;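 active = interference check ratio from 0.5 to 1.5 plus GFP to RFP signal ratio inhibition reaching or exceeding a fixed threshold, cut at about 30% in these data, passing the limit was not always enough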; also: some compounds called inactive have numbers as strong as hits
# MT1-MMP act inh – inhibitors of human MT1-MMP activation; HT1080 RFP-PRO-GFP cells, GFP/RFP ratio fluorescence, overnight; percent of plate control window, DMSO zero; GFP/RFP ratio change, % at 20 µM; 360,000 compounds, 0.061% hits;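 active = GFP/RFP ratio change of at least 30% with cell ATP level not reduced by more than half and red fluorescence within 50% of control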; also: strong numbers were not always called active
#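 Read-out: GFP/RFP fluorescence ratio; Test system: RFP-PRO-GFP reporter HT1080 cells; Compound dosing: single-point 20 µM compound, 1% DMSO; Times: overnight compound exposure at 37 °C.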
# Rpn11 inh – inhibitors of human proteasome Rpn11; O00487; human 26S proteasome, Ub4-pepOG fluorescence polarization; 20S core pre-blocked with epoxomicin; calls only at 20 µM; 360,000 compounds, 0.59% hits;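 active = inhibition at 20 µM, scaled to each plate's controls, above about 33%, limit read from the data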
# Target sequence (O00487 whole entry, looked up): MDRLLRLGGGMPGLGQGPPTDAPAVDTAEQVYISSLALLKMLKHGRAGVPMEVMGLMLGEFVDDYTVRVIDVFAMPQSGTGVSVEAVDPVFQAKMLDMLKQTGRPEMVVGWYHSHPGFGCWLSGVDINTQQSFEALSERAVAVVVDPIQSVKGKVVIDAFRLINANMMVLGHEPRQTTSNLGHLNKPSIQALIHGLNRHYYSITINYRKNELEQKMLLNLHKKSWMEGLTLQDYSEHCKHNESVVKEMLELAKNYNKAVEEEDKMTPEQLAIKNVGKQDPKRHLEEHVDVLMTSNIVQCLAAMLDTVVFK
# STEP block – blocks human striatal-enriched tyrosine phosphatase; inhibition, % at 20 µM; AID 588621; 360,000 compounds, 0.25% hits; recombinant STEP, OMFP fluorogenic substrate, fluorescence; P54829;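 active = inhibition at 20 µM, scaled per plate between control wells, above about 37%, limit read from the data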;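 also: 0% = DMSO with enzyme and substrate and 100% = substrate only without enzyme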
# Target sequence (P54829 whole entry, looked up): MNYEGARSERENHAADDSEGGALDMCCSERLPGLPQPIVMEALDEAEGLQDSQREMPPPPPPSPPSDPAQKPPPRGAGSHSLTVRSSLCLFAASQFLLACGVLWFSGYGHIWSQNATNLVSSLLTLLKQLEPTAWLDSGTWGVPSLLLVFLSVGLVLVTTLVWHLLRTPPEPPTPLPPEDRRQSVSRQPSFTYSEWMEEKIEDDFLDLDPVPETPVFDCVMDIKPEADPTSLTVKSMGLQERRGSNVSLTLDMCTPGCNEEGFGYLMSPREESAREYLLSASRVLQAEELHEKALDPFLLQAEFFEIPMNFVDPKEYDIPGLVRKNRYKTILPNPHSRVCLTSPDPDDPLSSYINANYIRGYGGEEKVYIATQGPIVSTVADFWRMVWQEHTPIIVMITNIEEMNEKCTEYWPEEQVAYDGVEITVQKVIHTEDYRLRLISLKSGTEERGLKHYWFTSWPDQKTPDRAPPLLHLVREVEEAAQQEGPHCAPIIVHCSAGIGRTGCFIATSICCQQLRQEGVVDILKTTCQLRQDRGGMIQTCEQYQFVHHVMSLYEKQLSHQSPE
#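 Material: STEP (striatal-enriched tyrosine phosphatase) enzyme, cell-free | Medium: 50 mM Bis-Tris pH 6.0 with 2.5 mM DTT and 0.005% Tween 20 | Read-out: Percent inhibition scaled to no-enzyme and uninhibited-enzyme controls, plate-pattern corrected | Signal: Fluorescence read at 480 nm ex / 540 nm em | Times: 20 min reaction, room temperature, in the dark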
# Active calls of the source: *; i = inactive; . = not tested or not shown.
Scp-1 inhibitor	NRP1-CendR mod	SUMO1-SIM PPI	NadD inh	LMPTP inh	DNMT1 inh	SKN-1 inh	MT1-MMP act inh	Rpn11 inh	STEP block	mol
.	-4.6	2.9	-2.2	-2.1	5.0	-7.1	-1.5	i	-2.4	Cc1ccccc1Cn1c(C)c(C(=O)NCC(C)C)sc1=O
0.6	5.3	1.9	-7.6	1.5	3.6	7.8	-0.4	i	2.4	COC(=O)c1cccc(C23CC4(C2)[C@H](CN(C)[C@@H]4c2ccccc2)C3c2ccc(C(F)(F)F)cc2)c1 (stereo not given in full)
57.0*	-127.2	10.2	17.5	12.0	61.4*	15.3	-20.1	i	6.1	Cc1cc(/C=N/Nc2ccc([N+](=O)[O-])cn2)c(C)n1-c1ccc(C(=O)O)cc1
-0.3	-1.0	-4.3	-3.6	0.3	-2.2	0.3	-2.0	i	-1.7	Cc1ccc(C(=O)CSc2nnc(-c3ccccc3)n2-c2ccccc2)o1
-4.0	17.4	-7.4	6.1	0.6	1.8	8.2	5.1	i	0.5	Cc1ccc(NC(=O)CCc2c(C)nn(-c3ccc(N4CCCCC4)nn3)c2C)cc1
-7.6	2.4	10.8	-4.2	0.9	-0.9	-16.6	-2.1	i	-2.5	COc1ccc(CCNS(=O)(=O)CCNC(=O)c2ccccc2)cc1
8.1	-14.4	7.2	0.0	0.6	4.3	6.4	0.0	i	0.5	O=C(CSc1nnc(NC(=O)c2ccc3c(c2)OCO3)s1)NCc1ccco1
5.2	-0.7	-5.1	-2.4	0.6	1.9	22.7	-4.1	i	-0.9	CC(CNc1nc2ccccc2n2cnnc12)c1ccccc1 (stereo not given)
-7.2	0.9	-3.0	-1.2	0.0	2.3	13.7	-18.8	i	2.4	Cc1cc(C(C)(C)C)oc1C(=O)N(CC(=O)NC1CCCC1)c1ccc(F)cc1
-4.7	7.2	-5.3	1.7	-1.0	2.0	-0.1	-0.9	i	-4.6	O=C(O)c1ccc(-c2ccccc2Cl)o1
20.6	-1.7	4.6	0.4	12.7	-13.4	11.7	-2.2	i	4.4	COC(=O)c1cccc(C#CC(NP(=O)(c2ccccc2)c2ccccc2)c2ccccc2)c1 (stereo not given)
-20.4	9.6	1.5	-3.2	-2.4	4.0	12.2	-3.5	i	-0.3	CCNC(=O)CC1C(=O)N(CC)C(=S)N1NC(=O)c1ccccc1 (stereo not given)
0.2	-3.5	-7.5	-2.9	0.4	-1.2	-19.3	0.2	i	-0.1	O=C(Cc1ccccc1)N/N=C/C=C/c1cccc([N+](=O)[O-])c1
-3.2	-16.0	-9.1	10.3	5.2	79.2*	-1.9	1.4	i	3.2	COc1ccc(/C=N/OCC(=O)N=Nc2c(O)[nH]c3ccc(Br)cc23)cc1
-6.9	2.7	1.6	-5.5	1.4	3.3	1.5	-4.0	i	-1.6	O=C(O)c1ccccc1-c1ccccc1C(=O)NCc1cccnc1
12.2	-11.5	-2.3	6.0	-0.3	-6.0	5.5	-0.5	i	1.3	c1cnc2c(C3NCCc4c3[nH]c3ccccc43)cccc2c1 (stereo not given)
-1.8	-3.4	0.1	-2.3	-1.7	-0.1	-3.9	2.6	i	-2.2	O=C(NCCN1CCOCC1)c1cccc(S(=O)(=O)N2CCCC2)c1
-8.7	5.3	-1.4	3.0	0.7	5.2	-6.8	1.5	i	0.6	CCCCc1ccc(/C=C2\C(=O)ON=C2c2ccccc2)s1
-3.8	4.4	0.1	-7.5	1.2	-4.2	0.4	2.7	i	-0.8	CCOc1ccc(C(F)(F)F)cc1NC(=O)c1ccc(OC)c([N+](=O)[O-])c1
-10.7	5.6	10.3	-2.1	0.5	4.4	18.0	0.5	i	-1.8	CC(=O)Nc1ccc(NC(=O)CSCCc2ccccn2)cc1
22.8	5.8	-4.7	0.0	-0.3	3.0	3.8	0.1	i	0.9	CC(=O)N1CCN=C1SCc1cccc(C)c1
-5.8	-0.8	-21.9	-2.2	1.3	-2.5	-18.7	1.1	i	-3.2	Cc1c(Cl)cccc1NC(=O)CCCn1cnc([N+](=O)[O-])n1
-17.8	-17.0	1.6	-0.2	-1.8	-0.3	0.7	2.2	i	-2.5	CC(NC(=O)c1ccccc1NC(=O)c1ccco1)C(=O)O (stereo not given)
-0.8	-2.4	-1.1	-1.8	-1.1	1.8	1.5	-3.3	i	-1.7	CC(NC(=O)c1c(Cl)cnn1C)C1CCCO1 (stereo not given)
4.7	3.2	-4.5	3.4	-1.2	1.0	-1.3	4.5	i	-0.6	O=C(COc1ccccc1)NC1CCSC1=O (stereo not given)
-7.6	-18.4	31.5	3.3	0.7	-0.9	12.5	-7.2	i	-4.5	CCOC(=O)CC(=O)CSc1[nH]c(=O)cc(C)c1C#N
.	-17.4	6.1	-12.4	2.1	3.5	3.4	-0.8	i	-2.1	CC(=O)c1cccc(NC(=O)C2(C)Cc3c(-c4cccc(C(F)(F)F)c4)ccnc3O2)c1 (stereo not given)
-10.8	11.8	-0.6	-1.9	-1.4	1.5	8.7	3.1	i	4.3	COCc1nnc(NC(=O)c2ccco2)s1
.	-5.1	6.9	0.8	1.8	5.0	14.5	8.8	i	1.0	CC1(C(=O)Nc2ccc(Cl)c(Cl)c2)CCN1C(=O)CCC1CCCC1 (stereo not given)
-8.9	3.8	2.1	-2.9	-2.9	-1.4	6.4	-0.4	i	-2.7	CC(=O)NN(O)C1N(C)C(=O)N(Cc2ccccc2)C1(C)C (stereo not given)
14.9	6.2	3.3	0.0	-0.3	1.7	1.7	4.1	i	0.0	CSCC[C@H](NS(=O)(=O)c1ccc(C)cc1)C(=O)N1CCC(C(=O)N[C@H](C(=O)O)c2ccccc2)CC1
-2.2	4.1	-15.5	1.5	-0.8	5.2	7.0	4.8	i	-2.9	Cc1nnc2c(N(C)S(=O)(=O)c3ccccc3)nc3ccccc3n12
15.3	3.5	-13.6	-4.0	1.2	14.6	-11.3	-0.5	i	-1.3	O=C(CSc1nc2ccccc2n1S(=O)(=O)c1cccc([N+](=O)[O-])c1)NCCc1ccccc1
-3.9	0.8	17.1	-1.3	-0.9	2.2	9.5	-7.7	i	3.3	C=CCN1C(=O)OC2(CCCCC2)C1(C)O (stereo not given)
-11.2	0.2	-2.5	-3.7	-1.7	-0.7	0.5	3.3	i	0.3	CCOC(=O)C1CCN(c2c(NCCCN(CC)Cc3ccccc3)c(=O)c2=O)CC1
-4.7	-5.4	5.6	4.2	1.1	-0.9	0.6	-0.1	i	2.2	O=C(NC1Cc2ccccc2C1)c1cc(COc2cccc(C(F)(F)F)c2)on1
-10.8	-32.0	3.3	8.1	-0.7	8.8	10.6	7.2	i	2.2	COc1cc(OC)cc(-c2nc3ccccc3c(=O)n2OC(=O)c2ccc(Br)cc2)c1
-4.7	7.0	5.1	0.1	-0.8	1.9	3.4	3.6	i	-2.3	CCCc1nc2scc(-c3ccc(C)cc3)c2c(=O)n1N
-2.5	4.1	-1.6	-0.8	-1.8	1.8	-3.3	-0.1	i	1.6	CCCCCC(=O)Nc1cccc(-c2nc3ncccc3o2)c1
-0.9	-0.3	1.5	-5.9	-1.0	1.6	-7.3	4.0	i	-0.4	COc1ccccc1S(=O)(=O)Cc1ccc(C(=O)NCC(OC)OC)o1
-3.8	9.0	1.5	4.1	0.4	2.0	13.2	1.2	i	4.8	COc1ccc(CNC(=O)c2ccc(CS(=O)c3ccccc3)o2)cc1 (stereo not given)
-5.5	0.4	-2.2	-3.5	-0.2	-2.5	9.2	-0.2	i	1.5	Cc1ccc(C(=O)NC(=S)NCC2CCCO2)cc1Br (stereo not given)
-7.1	-6.3	2.4	-2.6	-2.2	2.9	-3.2	-1.3	i	-3.6	Cn1c(CNC(=O)OC(C)(C)C)n[nH]c1=S
-10.2	18.5	-3.5	-3.5	-2.0	0.8	-3.8	2.4	i	3.4	Cc1nn(CC(=O)Nc2ccc(N3CCOCC3)cc2)c(C)c1Cl
-15.7	-10.3	-13.2	-0.2	3.0	-2.7	19.0	-1.7	i	4.4	O=C(CN1C(=O)c2ccccc2C1=O)OC(C(=O)c1ccc(Cl)cc1)c1ccccc1 (stereo not given)
-3.9	-7.8	11.2	-5.5	0.1	0.5	7.7	0.0	i	-2.7	Cc1cccc(C(=O)NCC(=O)N2CCN(c3ccccn3)CC2)c1
-5.7	3.0	-11.1	0.1	-0.3	-5.3	4.9	-0.3	i	3.4	O=C(CN1c2cccc3cccc(c23)S1(=O)=O)N1CCN(c2ccc(F)cc2)CC1
-4.0	6.4	-11.8	0.8	-4.1	-6.0	17.0	17.8	i	6.2	O=C(Nc1ccc(CN2CCOCC2)cc1)c1ccc(-c2ccc(Cl)cc2Cl)o1
-1.2	4.3	10.5	1.7	0.2	2.0	-1.7	1.6	i	-1.6	COc1cccc(C2CC(c3cccc(Br)c3)n3nc(N)nc3N2)c1 (stereo not given)
-1.3	11.4	-3.6	-5.0	-0.9	4.7	13.5	-6.9	i	-0.2	C[C@H](CO)N1C[C@H](C)[C@@H](CN(C)C(=O)Nc2ccc(C(F)(F)F)cc2)Oc2ccc(NC(=O)CCC(F)(F)F)cc2C1=O
.	-4.0	3.7	3.9	-1.2	3.1	6.2	0.4	i	-0.7	Cc1ccc(S(=O)(=O)CCC(=O)OCC(=O)NCc2ccc(F)cc2)cc1
2.4	0.1	-1.6	-2.3	-0.4	5.9	12.7	-3.1	i	-1.4	COCCC(=O)N1CCC(Oc2ccc(C(=O)NCCc3cn[nH]c3)cc2)CC1
-1.1	7.1	1.0	2.6	-1.5	1.9	2.5	1.4	i	1.5	Cc1cc(Nc2ncc(Cl)cc2Cl)n[nH]1

# Nothing new here: an excerpt of the list.
Scp-1 inhibitor	NRP1-CendR mod	SUMO1-SIM PPI	NadD inh	LMPTP inh	DNMT1 inh	SKN-1 inh	MT1-MMP act inh	Rpn11 inh	STEP block	mol
-1.3	11.4	-3.6	-5.0	-0.9	4.7	13.5	-6.9	i	-0.2	C[C@H](CO)N1C[C@H](C)[C@@H](CN(C)C(=O)Nc2ccc(C(F)(F)F)cc2)Oc2ccc(NC(=O)CCC(F)(F)F)cc2C1=O
.	-4.0	3.7	3.9	-1.2	3.1	6.2	0.4	i	-0.7	Cc1ccc(S(=O)(=O)CCC(=O)OCC(=O)NCc2ccc(F)cc2)cc1
2.4	0.1	-1.6	-2.3	-0.4	5.9	12.7	-3.1	i	-1.4	COCCC(=O)N1CCC(Oc2ccc(C(=O)NCCc3cn[nH]c3)cc2)CC1
-1.1	7.1	1.0	2.6	-1.5	1.9	2.5	1.4	i	1.5	Cc1cc(Nc2ncc(Cl)cc2Cl)n[nH]1

# Not a hit list; about 3.9% have a hit in one of these screens.
